# Apoferritin bind: qHTS Assay for Identification of Novel General Anesthetics. actives 0.074% (n = 350,000). apoferritin/1-aminoanthracene competitive binding, fluorescence. Potency, µM (highest dose often 77.5 µM), for inactives: at the highest dose activity change, negative = displacement, most hits filed as inhibitors. Ferritin light chain (Equus caballus), P02791; also: potency is read from the fitted curve at half-maximal effect; % is scaled to controls: 0 for no effect and ±100 for the full control effect; nearly all actives have a fitted effect of over 20% in size
#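 In PBS, apoferritin at 10 uM is loaded with 1-AMA from a 50% saturated solution. After 10 min of compound exposure at ambient temperature, reduced 535 nm fluorescence indicates probe displacement.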
# Pol beta inh: qHTS Assay for Inhibitors of DNA Polymerase Beta. actives 1.3% (n = 340,000). P06746. Pol beta primer extension/strand displacement, fluorescence kinetic. Potency, µM (top dose mostly 114 µM), inactives show top-dose activity change, negative = inhibition, hits mostly inhibitors; also: potency is read from the fitted curve at half-maximal effect; % is scaled to controls: 0 for no effect and ±100 for the full control effect
#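 Values derive from four-parameter Hill fits of normalized kinetic data: reads at 0 and 10 min following addition of 50 nM substrate to 10 nM Pol beta preincubated 15 min with compound.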
# LDHA block: qHTS assay for inhibitors of human lactate dehydrogenase | L-lactate dehydrogenase A chain (Homo sapiens), P00338 | actives 0.15% (n = 480,000) | activity change, % (values are at about 110 or 230 µM) | purified LDHA, NADH/diaphorase-resazurin fluorescence; hits give low values | AID 1347041, 2019; in the data active = activity change below about -30%; inconclusive = mostly about -25% to -30%;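 also: plate controls were DMSO wells for no effect and wells without enzyme for full effect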
#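 Human LDH5 (2 nM) was incubated with 0.06 mM NADH and 0.2 mM pyruvate for 5 min at room temperature in Tris pH 7.4. Remaining NADH was coupled through diaphorase/resazurin, and resorufin fluorescence was read at 0 and 20 min.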
# ERG Ets-DNA blk: qHTS for Small Molecule Inhibitors of the ERG Ets/DNA interaction; Transcriptional regulator ERG (Homo sapiens), P11308; fluorescence polarization, His-ERG Ets domain / labelled DNA; Potency, µM (top dose mostly 76.9 µM), inactives show at the highest dose FP activity, negative = inhibition, actives largely listed as inhibitors; actives 0.028% (n = 370,000); active = well fitted inhibition curve with a large enough effect in the polarisation, with a control signal flat; inconclusive = small, poorly fitted or top-dose-only effect, or effect the other way, or a change in a side signal; inactive = no such curve, though single readings can be large or run the other way; the % refers to the polarisation;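 also: polarization taken with two DNA probes labelled with fluorescein and Texas red; potency is read from the fitted curve at half-maximal effect; % of control where 0% means no effect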
#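 His-tagged ERG Ets domain (1 uM in the protein solution; 300mM KCl, 50mM Tris-HCl, 1mM EDTA, 1mM DTT, pH 7.5) received compound, then a probe mix of 5 nM fluorescein-DNA and 100nM Texas-615-DNA. Fluorescence polarization was read for both dyes.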
# Pol eta inh: qHTS for Inhibitors of Polymerase Eta | AID 588591, 2011 | Potency, µM (top dose mostly 114 µM), without a hit: top-dose activity change, negative = inhibition, most hits filed as inhibitors | recombinant Pol eta, fluorescent DNA replication assay | actives 1.2% (n = 390,000) | DNA polymerase eta (Homo sapiens), Q9Y253; also: potency is read from the fitted curve at half-maximal effect; % is scaled to controls: 0 for no effect and ±100 for the full control effect
#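 Pol eta (10 nM) was preincubated with compounds for 15 min at room temperature, after which fluorescent replication substrate (50 nM final) was added to start the reaction. Fluorescence was read kinetically at 0 and 10 min.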
# POLK inh: qHTS for Inhibitors of Polymerase Kappa; DNA polymerase kappa (Homo sapiens), Q9UBT6; purified Pol kappa, fluorescent DNA synthesis assay, 10 min; Potency, µM (series often up to 107 µM), for inactives: at the highest dose activity, negative = inhibition, hits mostly inhibitors; actives 0.53% (n = 400,000); AID 588579, 2011; also: potency is read from the fitted curve at half-maximal effect; % is scaled to controls: 0 for no effect and ±100 for the full control effect
# Target sequence (Q9UBT6 whole entry, looked up): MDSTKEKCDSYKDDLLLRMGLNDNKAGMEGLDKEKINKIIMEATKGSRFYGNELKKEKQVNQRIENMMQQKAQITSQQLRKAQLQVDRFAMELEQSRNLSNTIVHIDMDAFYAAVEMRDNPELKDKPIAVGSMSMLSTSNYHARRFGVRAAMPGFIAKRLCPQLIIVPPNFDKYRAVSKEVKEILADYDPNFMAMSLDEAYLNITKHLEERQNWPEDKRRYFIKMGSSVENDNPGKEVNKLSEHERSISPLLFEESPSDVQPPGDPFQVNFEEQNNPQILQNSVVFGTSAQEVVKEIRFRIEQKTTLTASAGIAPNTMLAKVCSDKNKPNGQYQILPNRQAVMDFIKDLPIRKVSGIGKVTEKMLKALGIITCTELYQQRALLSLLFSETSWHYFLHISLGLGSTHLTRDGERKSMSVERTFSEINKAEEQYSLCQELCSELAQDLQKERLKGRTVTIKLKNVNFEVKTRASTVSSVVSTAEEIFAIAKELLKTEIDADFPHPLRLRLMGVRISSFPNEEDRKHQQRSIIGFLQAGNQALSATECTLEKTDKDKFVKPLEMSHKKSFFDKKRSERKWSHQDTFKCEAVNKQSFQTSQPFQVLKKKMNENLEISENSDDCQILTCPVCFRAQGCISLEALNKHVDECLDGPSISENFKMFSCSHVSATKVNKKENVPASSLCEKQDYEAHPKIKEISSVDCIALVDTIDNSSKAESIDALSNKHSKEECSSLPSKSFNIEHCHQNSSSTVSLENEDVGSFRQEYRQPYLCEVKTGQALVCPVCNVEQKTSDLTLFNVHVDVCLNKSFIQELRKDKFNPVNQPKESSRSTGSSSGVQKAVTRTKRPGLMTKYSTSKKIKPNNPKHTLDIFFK
#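 Activity was followed as the change in fluorescence between reads at 0 and 10 min after starting the reaction with 50 nM substrate. Beforehand, 10 nM polymerase had been preincubated with compound for 15 min at room temperature.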
# RGS4 inh: Inhibitors of Regulator of G Protein Signaling (RGS) 4: qHTS | actives 0.039% (n = 390,000) | AID 504845, 2011 | Potency, µM (doses to about 114 µM), without a hit: top-dose activity change, negative = inhibition, most hits filed as inhibitors | Transcreener GDP fluorescence polarization, RGS4-accelerated GTP hydrolysis; also: potency is read from the fitted curve at half-maximal effect; % is scaled to controls: 0 for no effect and ±100 for the full control effect; nearly all actives have a fitted effect of over 75% in size; some results filed as inactive show a strong effect at the top dose
# Target sequence (P49798 whole entry, looked up): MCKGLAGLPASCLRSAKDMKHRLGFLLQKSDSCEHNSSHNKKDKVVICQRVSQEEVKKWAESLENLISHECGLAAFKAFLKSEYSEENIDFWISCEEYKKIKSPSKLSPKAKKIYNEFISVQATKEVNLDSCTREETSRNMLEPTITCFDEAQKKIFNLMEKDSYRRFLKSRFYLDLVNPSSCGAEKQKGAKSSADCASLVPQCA
#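 MLSMR compounds (23 nl, pin-transferred) preincubated 10 min at room temperature with a 500nM (2x) first reagent, then RGS4 at 900nM (2x) plus Transcreener GDP mix added; fluorescence polarization (620/688 nm) read before and after 90 min at 30 °C.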
# 12-LOX inh: Primary qHTS assay for inhibitors of human arachidonate 12S-lipoxygenase (ALOX12): Round 2. purified 12hLO, xylenol orange hydroperoxide absorbance. Potency, µM (titrated, usually from 108 µM), for inactives: top-dose activity change, negative = inhibition, hits mostly inhibitors. actives 1.1% (n = 580,000). AID 1671190, 2021; also: potency is read from the fitted curve at half-maximal effect; % is scaled to controls: 0 for no effect and ±100 for the full control effect
#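 Purified human 12hLO at 150 nM in 25 mM Hepes, 0.01% Triton X-100, pH 7.0, preincubated 15 min at room temperature with compound. Reaction started with 40 uM arachidonic acid, 30 min at room temperature. Hydroperoxide measured by Fe-xylenol orange, 573/405 nm absorbance ratio.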
# APEX1 inh: qHTS Assay for Inhibitors of the Human Apurinic/apyrimidinic Endonuclease 1 (APE1) | Potency, µM (highest dose often 65.8 µM), for the others: top-dose activity change, negative = inhibition, hits mostly inhibitors | recombinant APE1, TAMRA/BHQ-2 abasic DNA cleavage fluorescence | DNA repair nuclease/redox regulator APEX1 (Homo sapiens), P27695 | AID 2517, 2012 | actives 0.35% (n = 350,000);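 also: potency is read from the fitted curve at half-maximal effect; plate controls were vehicle for no effect and reference inhibitor for full effect; nearly all actives have a fitted effect of over 55% in size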
#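 APE1 at 0.75 nM preincubated 15 min at room temperature with compound. Reaction then started with 50 nM double-stranded THF-abasic substrate labelled with TAMRA/BHQ-2, and 525/598 nm fluorescence read kinetically. Activity taken as third-minus-first read difference, normalized to DMSO and NSC13755 controls.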
# The depositor's hits bear a star; ? = inconclusive; . = not tested or not shown; [ ] = dose if it differs, or a comment. Unless noted, calls follow the shape of the dose curve; as a rule, active = well fitted curve in the direction sought with a large enough effect; inconclusive = small, poorly fitted or top-dose-only effect, or another doubt; inactive = no such curve, though single readings can be large; an effect the other way counts as inactive or inconclusive.
# Below each compound – Pol eta inh, POLK inh, 12-LOX inh, Pol beta inh, APEX1 inh, Apoferritin bind, ERG Ets-DNA blk, LDHA block, RGS4 inh
Cc1ccc(-n2c(/C=C/c3c(C)n(C)c4ccccc34)nc3ccccc3c2=O)cc1
    ?, 3%, 5%, 22%, ., -9%, 0%, -2, -6%
CCC1CCCCN1C(=S)Nc1ccc(S(=O)(=O)Nc2ncccn2)cc1 (centres undefined)
    -11%, -4%, -21%, 25%, 10%, 2%, 7%, -1, -36%
CCCN=C(C)c1c(-c2ccccc2)[nH]n(-c2nc3ccccc3s2)c1=O
    -4%, -13%, 0%, 3%, 1%, -12%, -3%, 4, 3%[56.9 µM]
CCOC(=O)c1c(NC(=O)CN2CCCCC2)sc2c1CCC(C=O)=C2Cl
    -6%, 11%, ?, 27%, -2%, -11%, 9%, 8, ?
Cc1ccc(-c2nc3sc(CCNC(=O)c4ccc(C)c(C)c4)c(C)n3n2)cc1
    -9%, -9%[60.1 µM], -11%, -27%, ., 7%, 10%, -10, -7%
COc1ccccc1NC(=O)C1=C(C)Nc2ncnn2C1c1ccccc1C(=O)O (centres undefined)
    -10%, 8%, -6%, 17%, ., -4%, -1%, -2, 8%
COc1cc(NC(=O)Cc2ccccc2)nc(OC)n1
    -5%, 6%, ., -1%, 5%, -6%, 0%, -3, -35%
CC1CCCN(c2ccc(C(=O)NCc3ccco3)cc2[N+](=O)[O-])C1 (centres undefined)
    -25%, -17%, -3%, 1%, 10%, ?, 1%, -5, -5%
Cc1c(NC(=O)CN(C)CC(=O)Nc2ccc(F)c(F)c2F)c(=O)n(-c2ccccc2)n1C
    -6%, -3%, 1%, ., 8%, ., 1%, -3, -17%
Cc1cccc(C(=O)NCC(=O)OCC(=O)NCCNC(=O)COC(=O)CNC(=O)c2cccc(C)c2)c1
    -18%, -3%, 3%, ., 45%[activator], ., 7%, -4, -34%
Nc1ccc2c(c1)C(=O)N(CC1CCCO1)C2=O (centres undefined)
    -5%, -10%, 0%, 6%, 15%, 56%[activator], -7%, -4, 13%[11.4 µM]
Cc1ccc(S(=O)(=O)c2nc(-c3cccs3)oc2SC(C)c2ccccc2)cc1 (centres undefined)
    -22%, -5%, ?, -1%, ., -13%, -4%, 0, -40%
CC1CCCCN1C(=O)c1cc2ccccc2cc1O (centres undefined)
    5%, -8%, 115%[activator], 2%, -1%, ?, -2%, 3, -5%
CCCNC(=O)c1ccc(-n2c(-c3ccccc3)cc3c2CCC(C)C3)cc1 (centres undefined)
    -10%, -17%, -16%, -8%, ., 5%, -1%, 3, -4%
CCOC(=O)C1CCCN(C(=O)COc2ccc(S(=O)(=O)N3CCOCC3)cc2)C1 (centres undefined)
    4%, -3%, 43%[activator], ., -7%, ., 0%, -10, 7%
O=C1CC2CS(=O)(=O)CC2N1C1CCCCC1 (centres undefined)
    -19%, -20%, 457%[activator], 19%, 0%, -14%, 6%, -3, -8%
COc1cc(C2C(C(=O)c3ccco3)=C(O)C(=O)N2Cc2ccccc2)ccc1O (centres undefined)
    4%, 3%, ?, 21%, 5%, -13%, -2%, -2, -5%
CCOC(=O)c1ccc(NC(=O)C2CCN(S(=O)(=O)c3ccccc3)CC2)cc1
    -4%, 20%, 16%, ., ., ., 0%, -2, -14%
CCOC(=O)N1CCC(NC(=O)c2sc3nc4n(c(=O)c3c2C)CCCC4)CC1
    -9%, -2%, 3%, 0%, -2%, -4%, ?, -3, 0%
CCOc1ccccc1OCC(=O)Nc1ccc2[nH]c(=O)[nH]c2c1
    -3%, -12%, 147%[activator], ., 10%, ., -15%, 0, -27%
COCCn1c(C)cc(C(=O)CSc2cc(C)c3ccc(OC)cc3n2)c1C
    -18%, -7%, -22%, -12%[57.1 µM], -5%, -1%, 4%, 2, -36%
CNC(=O)/C(C#N)=C/c1ccc(-c2ccc(OC)cc2[N+](=O)[O-])o1
    9%, -5%, 2%, ?, 2%, -20%, -16%, 6, -11%
CCOC(=O)c1cnc2c(ccc3ccccc32)c1Nc1ccccc1OCC
    -18%, -22%, 1%, 5%, ., -1%, -1%, -12, 3%
CCOc1ccc2nc(NC(=O)CN3CCN(c4ccccn4)CC3)sc2c1
    14%, -11%, 0%, -1%, 5%, -13%, -1%, -4, 4%
CCOC(=O)c1nn(-c2ccc(Br)cc2)cc1C(=O)c1cccc2ccccc12
    -22%, -18%, 0%, 21%, -6%, -10%, 0%, 3, -5%
COCC(=O)Oc1c(Sc2ccc(C)cc2)c(C)nn1C(C)(C)C
    -3%, -10%, ?, ?, ., -5%, -15%, 0, -9%
Cc1cc(NC(=O)CSc2nc(C)c(C)c(=O)[nH]2)no1
    -14%, 0%, -16%, ., -13%, ., -4%, 1, -21%
CN(C)S(=O)(=O)n1cnc([C@@H]2[C@H]3C(=O)OC[C@@H]3C[C@@]23N=CN(Cc2ccccc2)C3=O)c1
    4%, -3%, 9%, ., 21%, ., 2%, 4, 4%
COc1ccc(NC(=O)CSc2nc(-c3ccco3)cc(C(F)(F)F)n2)cc1
    -6%, 0%, -20%, -16%, ., 2%, -1%, -10, 19%
COc1ccc(NC(=O)C(Cc2ccccc2)NS(=O)(=O)c2ccc3c(c2)CCC(=O)N3)c(OC)c1 (centres undefined)
    -4%, -2%, -17%, 20%, ., -7%, -10%, 0, -7%
O=C(CCS(=O)(=O)Cc1ccccc1)NCC1CCCO1 (centres undefined)
    -10%, -15%, -10%, 0%, 2%, -4%, -5%, -7, 0%
Cc1ccc(S(=O)(=O)NC(C)CCc2ccccc2)cc1C(N)=O (centres undefined)
    -5%, -8%, -5%, 0%, 41%[activator], -17%, 2%, -13, -14%
O=S(=O)(Cc1cc(NCc2ccccc2)nc(-c2ccccn2)n1)c1ccccc1
    -6%, -13%, 18%, 5%, -6%, -14%, 1%, -19, 23%
Cc1oc2nc(SCC(=O)NCCCO)nc(N)c2c1C
    -4%, 7%, 0%, 34%[activator], ?, -5%, -4%, -6, -37%
CN(C)/C=N/NC(=O)c1ccc(Cl)cc1
    -17%, -13%, 1%, 7%, -7%, -2%, -1%, -10, 2%
CCCOc1ccc(C2=CSC3=NCCN23)cc1Cl
    -8%, -25%, 15%, 29%, -1%, -12%, 3%, 0, 2%
CC(C)(C)NC(=O)NC(=O)COC(=O)CCC1CCCC1
    -17%, -15%, -6%, 27%, 10%, -9%, -1%, 7, 12%
COc1cccc(-n2ccnc2SCC(=O)NCc2ccccc2)c1
    -6%, -18%, -14%, 13%, -2%, -12%, 2%, -6, -15%
CCCCn1c(-c2ccccc2C)nc2cc3[nH]c(=O)c(C(C)C)nc3cc21
    -10%, -9%, 11%, 8%, -14%, -11%, -1%, 8, -29%
Cc1ccc(-c2nnn(CC(=O)N3CCCCC3)n2)o1
    1%, -6%, 17%, 74%, -1%, -9%, -4%, -9, 2%

# Filtered by structure, the entries above with an aryl thioether with sulfur outside any ring (seven)
# Below each compound – Pol eta inh, POLK inh, 12-LOX inh, Pol beta inh, APEX1 inh, Apoferritin bind, ERG Ets-DNA blk, LDHA block, RGS4 inh
Cc1ccc(S(=O)(=O)c2nc(-c3cccs3)oc2SC(C)c2ccccc2)cc1 (centres undefined)
    -22%, -5%, ?, -1%, ., -13%, -4%, 0, -40%
COCCn1c(C)cc(C(=O)CSc2cc(C)c3ccc(OC)cc3n2)c1C
    -18%, -7%, -22%, -12%[57.1 µM], -5%, -1%, 4%, 2, -36%
COCC(=O)Oc1c(Sc2ccc(C)cc2)c(C)nn1C(C)(C)C
    -3%, -10%, ?, ?, ., -5%, -15%, 0, -9%
Cc1cc(NC(=O)CSc2nc(C)c(C)c(=O)[nH]2)no1
    -14%, 0%, -16%, ., -13%, ., -4%, 1, -21%
COc1ccc(NC(=O)CSc2nc(-c3ccco3)cc(C(F)(F)F)n2)cc1
    -6%, 0%, -20%, -16%, ., 2%, -1%, -10, 19%
Cc1oc2nc(SCC(=O)NCCCO)nc(N)c2c1C
    -4%, 7%, 0%, 34%[activator], ?, -5%, -4%, -6, -37%
COc1cccc(-n2ccnc2SCC(=O)NCc2ccccc2)c1
    -6%, -18%, -14%, 13%, -2%, -12%, 2%, -6, -15%

# This is a subset; rates above refer to the full screens.
